IDE inh: inhibitors of human insulin-degrading enzyme in cells; P14735; 320,000 tested, 0.41% active; inhibition, % at 5.59 µM; HEK cells, FAbetaB cleavage, fluorescence polarization; AID 434962;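 active = percent inhibition above the average of all tested compounds plus 3 SD, set per screening campaign, cut at about 16% in these data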;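 note: IDE supplied by intact live HEK cells; FP after avidin binding of uncleaved biotin substrate so inhibition keeps polarization high; 0% = DMSO wells and 100% = 60 µM reference IDE inhibitor Ii1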
UBC9 SUMO inh: SUMOylation inhibition; HTRF SUMOylation assay, SAE1/SAE2 + UBC9, in vitro; P63279; 290,000 tested, 0.36% active; inhibition, % at 35 µM; in the data active = inhibition above about 50%, passing the limit was not always enough; note: strong numbers were not always called active
Target sequence (P63279 whole entry, looked up): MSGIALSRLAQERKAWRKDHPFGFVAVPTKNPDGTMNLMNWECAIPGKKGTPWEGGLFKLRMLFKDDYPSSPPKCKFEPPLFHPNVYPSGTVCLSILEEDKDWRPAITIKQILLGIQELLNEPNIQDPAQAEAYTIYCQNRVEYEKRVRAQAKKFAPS
PfM18AAP inh: blocks P. falciparum M18 aspartyl aminopeptidase; recombinant PfM18AAP, H-Glu-NHMec fluorogenic cleavage; inhibition, % at 7.35 µM; 290,000 tested, 1.2% active; AID 1822;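 active = inhibition above the campaign mean inhibition over all tested compounds plus 3 SD, cut at about 28% in these data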;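 note: 0% = plate median of test compound wells and 100% = 2 mM ZnCl2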
IDE cell activ: boosts human insulin-degrading enzyme activity in HEK cells; activation, % at 5.96 µM; 340,000 tested, 0.073% active; AID 493087; FAbeta-B cleavage, fluorescence polarization; 0% vehicle, 100% cell-free pure enzyme wells; P14735;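 active = activation above the mean of all tested compounds plus 3 SD, set per screening campaign, cut at about 17% in these data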
MEKK3 PB1 HTS: raises or lowers MEK5 binding to the human MEKK3 PB1 domain; bead-based flow cytometry, Alexa488-MEK5 binding to MEKK3; actives lie on both sides; 0 = blocked by unlabeled MEK5, 100 = vehicle; binding response (% of control), % at 10 µM; 290,000 tested, 1.4% active;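 active = binding response more than 3 SD above or below the average of its plate-row segment, actives on both sides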;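 note: Alexa488 bead fluorescence after subtracting the streptavidin-only scavenger bead signal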
Target sequence (Q99759 whole entry, looked up, the tested form may be a part): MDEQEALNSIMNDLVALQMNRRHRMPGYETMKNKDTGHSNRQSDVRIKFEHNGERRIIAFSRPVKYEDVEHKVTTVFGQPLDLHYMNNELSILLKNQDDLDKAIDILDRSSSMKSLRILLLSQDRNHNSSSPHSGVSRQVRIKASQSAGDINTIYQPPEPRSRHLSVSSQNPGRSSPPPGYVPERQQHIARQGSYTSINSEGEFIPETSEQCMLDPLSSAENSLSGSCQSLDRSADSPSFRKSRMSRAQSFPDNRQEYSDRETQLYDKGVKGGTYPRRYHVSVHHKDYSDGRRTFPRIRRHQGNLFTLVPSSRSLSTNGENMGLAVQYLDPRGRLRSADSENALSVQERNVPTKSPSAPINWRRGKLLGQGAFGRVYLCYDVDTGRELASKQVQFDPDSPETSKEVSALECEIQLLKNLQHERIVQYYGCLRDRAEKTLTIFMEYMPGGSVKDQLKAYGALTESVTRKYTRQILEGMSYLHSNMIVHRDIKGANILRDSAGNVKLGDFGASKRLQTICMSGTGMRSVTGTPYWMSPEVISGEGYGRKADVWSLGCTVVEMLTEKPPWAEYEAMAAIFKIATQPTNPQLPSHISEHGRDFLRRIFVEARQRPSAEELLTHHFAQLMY
NALP1 inh: blocks the NALP1 inflammasome reconstituted in yeast; 280,000 tested, 0.61% active; AID 2071; S. cerevisiae NALP1/ASC/caspase-1 growth, X-gal OD620, 72 h; inhibition, % at 10 µM; in the data active = inhibition mostly above about 24%, no sharp cut-off; inactive = mostly below about 32%; note: some compounds called inactive have numbers as strong as hits
pCIP destab: compounds decreasing mouse p/CIP protein stability; decrease of EGFP signal, % at 10 µM; AID 1984; Q05BA5; F442A p/CIP-EGFP cells, EGFP fluorescence, 16 h; 290,000 tested, 0.01% active;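 active = EGFP signal decrease of at least 30% at 10 µM or well 3 SD below plate mean, unless failing retest; inactive = the rest, including hits failing retest or dose response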; note: some compounds called inactive have numbers as strong as hits; many of its hits are not listed in these tables
MEKK2 WT-MEK5: raises or lowers MEK5 binding to wildtype human MEKK2 PB1 domain; Q9Y2U5; bead flow cytometry, Alexa488-MEK5 binding to MEKK2 WT; actives lie on both sides; binding response (% of control), % at 10 µM; 290,000 tested, 1.1% active; AID 1531; in the data active = binding response below about 67% or above about 130%
MEKK2mut PB1 HTS: signal of MEK5 binding to mutant human MEKK2 PB1 domain | percent response, % at 10 µM | bead flow cytometry, Alexa488-MEK5 binding to MEKK2 mutant | 290,000 tested, 0.35% active; in the data active = percent response above about 24%, passing the limit was not always enough; note: inactives centre near 1; some results filed as inactive read as strong as hits; reference of the scale not given here
Starred values were filed as active, the others as inactive; x = no result given; [ ] = dose if it differs, or a comment. The list is partial (hit frequency here may not be typical).

SMILES	IDE inh	UBC9 SUMO inh	PfM18AAP inh	IDE cell activ	MEKK3 PB1 HTS	NALP1 inh	pCIP destab	MEKK2 WT-MEK5	MEKK2mut PB1 HTS
Cc1cccc(C)c1NC(=O)CN(C)C(C)C(=O)Nc1ccccc1-c1ccccc1 (stereo not given)	1	11	-13	6	95	19	19	91	-3
CC1CC(C)CN(S(=O)(=O)N2CCC(C(=O)NCCC3=CCCCC3)CC2)C1 (stereo not given)	9	8	-1	2	91	-2	4	91	-15
O=C1NC(c2cc3c(cc2Cl)OCO3)Oc2ccccc21 (stereo not given)	-1	17	5	-1	100	8	-7	94	0
CCOC(=O)CC(=O)Nc1nnc(CC(C)C)s1	1	3	-7	6	106	3	4	105	6
COC(=O)C1=C(C)NC(=O)NC1c1cn(-c2ccccc2)nc1-c1cccs1 (stereo not given)	-6	13	-3	7	97	37	0	95	9
CCCOc1ccc(/C=N/Nc2ccccn2)cc1OC	-1	-4	-3	5	78	-15	11	84	-10
Cn1c(CNC(=O)Nc2ccccc2)nnc1SCc1ccccc1	-3	13	-13	-5	103	0	-13	110	3
Cc1cc(C)c(-c2cc(C(F)(F)F)no2)c(=O)[nH]1	7	-7	-1	6	98	2	-8	101	3
O=[N+]([O-])c1cccc(-c2nn(-c3ccccc3)cc2CO)c1	-1	0	0	0	103	9	-4	100	6
CC(NS(C)(=O)=O)C(c1cccs1)N1CCN(c2ccccc2F)CC1 (stereo not given)	4	x	-1	0	107	x	x	94	8
Cc1cc(NS(=O)(=O)c2ccc(NC(=O)c3cc(-c4cccnc4)nc4ccc(Cl)cc34)cc2)no1	2	14	0	4	90	15	0	86	-5
O=C(Cn1ncc2c1-c1ccccc1OC2)Nc1ccc(S(=O)(=O)N2CCCCC2)cc1	1	-6	5	1	107	-6	-2	104	8
CSc1nncc(/C(C)=N\Nc2ccccc2)n1	-1	-18	1	2	x	15	5	x	x
CCC(C)NC(=S)Nc1ccc2nc(N3CCN(CC)CC3)cc(C)c2c1 (stereo not given)	-1	10	2	2	98	-6	7	109	0
CCOC(=O)C(C)Sc1nc2c(c(-c3cccs3)c1C#N)CCC2 (stereo not given)	0	11	-12	-4	98	12	-9	93	-2
CC(C)c1ccc(NC(=O)[C@H]2CSCN2C(=O)[C@@H]2CCC(=O)N2)cc1	6	-11	6	7	96	17	2	100	-9
COc1ccccc1N1CCN(C(=O)CCc2nnc3ccc(N4CCCC4)nn23)CC1	5	9	7	-4	103	8	-3	103	2
c1ccc(COCCC2CO2)cc1 (stereo not given)	0	-2	-5	x	108	24	6	120	0
CCOc1ccccc1OCCCC(=O)NC1CCCc2ccccc21 (stereo not given)	5	10	-10	1	103	28	4	95	1
O/N=C1\CCC\C1=C/c1ccco1	6	28	6	-5	102	1	2	99	4
COc1cc(/C=C/C(=O)N(Cc2ccccc2)c2ccccn2)cc(OC)c1OC	-2	15	1	4	97	22	-5	99	1
COCCCNC(=O)CCc1nc2cccnc2n1Cc1ccc(OC)cc1	-1	6	-4	5	99	x	5	102	0
CCN1CCN(c2nc3ccccc3nc2NS(=O)(=O)c2ccc(NC(C)=O)cc2)CC1	0	5	16	4	96	28	0	100	3
O=c1[nH]c2ccsc2c(=O)n1-c1ccc(F)c(Cl)c1	0	-16	3	3	102	-5	-3	101	1
COC(=O)c1nc(NC(=O)C(C)C)n[nH]1	-8	13	7	0	101	-5	-8	101	7
CC(=O)Nc1ccc(NC(=O)Nc2ccccc2C)cc1	-5	16	5	0	99	-9	-4	90	-10
CCOC(=O)c1c[nH]c2c(C(F)(F)F)cccc2c1=O	-5	-6	2	2	92	-8	-5	89	-11
Cc1ccccc1C1c2[nH]c3ccccc3c2CCN1Cc1cccn1-c1ncccn1 (stereo not given)	3	24	0	-5	101	-7	9	96	-3
CCN(CC)C(=O)CC1(c2ccccc2OC)CCOC(C(C)C)C1 (stereo not given)	-2	13	0	-1	103	2	-14	100	-3
COc1ccc(OCc2cc(C(=O)N3CCSCC3)no2)c(Cl)c1	18*	0	-5	-15	102	2	-9	100	13

Compound profiles, as listed above.
Results for `CC(=O)Nc1ccc(NC(=O)Nc2ccccc2C)cc1` → IDE inh: -5; UBC9 SUMO inh: 16; PfM18AAP inh: 5; IDE cell activ: 0; MEKK3 PB1 HTS: 99; NALP1 inh: -9; pCIP destab: -4; MEKK2 WT-MEK5: 90; MEKK2mut PB1 HTS: -10
Results for `CCOc1ccccc1OCCCC(=O)NC1CCCc2ccccc21` (stereo not given) → IDE inh: 5; UBC9 SUMO inh: 10; PfM18AAP inh: -10; IDE cell activ: 1; MEKK3 PB1 HTS: 103; NALP1 inh: 28; pCIP destab: 4; MEKK2 WT-MEK5: 95; MEKK2mut PB1 HTS: 1

Following part:
SMILES	IDE inh	UBC9 SUMO inh	PfM18AAP inh	IDE cell activ	MEKK3 PB1 HTS	NALP1 inh	pCIP destab	MEKK2 WT-MEK5	MEKK2mut PB1 HTS
O=C(NCc1c(F)cccc1F)c1cc(COc2c(F)cccc2F)on1	2	-5	2	6	99	1	-16	97	-2
COc1ccc(NC(=S)Nc2ccc(N(C)C(C)=O)cc2)cc1	0	10	-2	0	102	4	-12	102	4
Cc1ccc(NC(=O)NCc2ccc3[nH]c(C)cc3c2)cc1	5	-15	-6	-2	100	13	-2	95	-8
O=C(NC1CCCCCCC1)c1ccc(Br)o1	4	-5	5	5	96	6	12	101	2
CCN(CC)S(=O)(=O)c1ccc(NC(=O)c2ccc(Cl)nc2)cc1	-2	-8	1	5	104	x	2	102	1
CC(=O)Nc1ccn(Cc2c(F)cccc2Cl)n1	4	5	12	0	91	21	-9	96	2
Cc1ccccc1NC(=O)Cc1nc(-c2ccc3ccccc3c2)cs1	4	8	-1	5	105	18	-7	106	20
Cn1cc(Br)c(C(=O)Nc2sc3c(c2C(N)=O)CCC3)n1	4	27	4	0	100	18	-7	101	2
O=C(NCc1cc([N+](=O)[O-])ccc1O)c1cc(-c2ccncc2)nc2ccccc12	3	-6	5	2	106	-1	3	111	12
CCOn1c(-n2nc(C)cc2C)nc2ccccc2c1=O	10	9	-7	7	95	-32	-8	97	-8
COc1ccc(C)cc1NC(=O)Nc1ccc2c(c1)CCC2	1	-6	-4	1	105	20	-2	110	3
Cc1cc(C)nc(N2CCCC(C(=O)NC(C)C)C2)n1 (stereo not given)	4	4	-1	0	98	-10	17	104	2
Cc1cc(C)c2cc(CN(Cc3cccnc3)C(=O)c3ccc(F)cc3)c(Cl)nc2c1	5	12	1	0	x	-4	-11	x	x
COc1cc(S(=O)(=O)Nc2cccc(C)c2)ccc1NC(=O)c1cccnc1	-1	15	5	-8	98	36	-23	99	-2
CCCC(=O)N(CCN1CCOCC1)c1nc2cc(C)c(C)cc2s1	-8	-5	6	5	100	13	-4	97	-3
C=CCn1c(CCNC(=O)c2ccccc2F)nnc1SCC(=O)Nc1nc(C)cs1	2	-2	-2	5	94	-3	3	97	-3
CCNC(=S)N1CCN(S(=O)(=O)/C=C/c2ccccc2)CC1	2	-7	3	1	96	3	-7	94	-8
COCCCNC(=O)CS(=O)Cc1nc(-c2cccc(OC)c2)oc1C (stereo not given)	8	17	13	0	92	4	-7	90	-9
O=C(c1ccccc1Br)N1CCn2c1nc1ccccc12	3	5	-4	6	104	4	-6	104	1
CC(C)c1ccccc1NC(=O)COC(=O)c1c2c(nc3ccccc13)CCN(Cc1ccccc1)C2	-1	12	1	5	99	0	-19	111	-1
O=C(NC1CCN(S(=O)(=O)c2ccc(Cl)cc2)CC1)C1CCCCC1	8	3	-8	2	98	17	-12	95	2
CCN(C(=O)CSc1nc2nc(C)cc(C)n2n1)C1CCS(=O)(=O)C1 (stereo not given)	0	-7	6	4	93	-1	19	92	-7
Cc1onc(-c2ccccc2Cl)c1C(=O)NNC(=O)c1nn(C)cc1Cl	3	12	6	-3	103	1	-5	103	2
COc1ccc(N2CCN(C(=O)C3(S(=O)(=O)c4ccc(C)cc4)CC3)CC2)cc1	1	10	1	-3	99	-2	-2	102	1
CCc1cc2c(=O)c(-c3cnn(-c4ccccc4)c3)c(C(F)(F)F)oc2c(CN(C)C)c1O	-8	-6	4	4	104	28	-3	103	0
COC(=O)[C@@H]1C(c2c(OC)cc(OC)cc2OC)=NO[C@H]1C(=O)OC	0	4	5	1	94	19	-13	93	-5
C=CCSC1=C(C#N)C(c2ccccc2C)CC(=O)N1 (stereo not given)	7	-2	-7	-3	105	12	6	109	17
NC(=O)CC(NC(=O)Cc1ccc(Br)cc1)c1ccc(NCCc2ccccc2F)c([N+](=O)[O-])c1 (stereo not given)	-6	63*	x	1	100	x	-13	100	4
Cc1cc(C(=O)OCC(=O)Nc2cc(C(F)(F)F)ccc2N2CCOCC2)c(C)o1	-2	-7	-9	-1	105	10	-1	104	3
O=C(CSCc1ccc(Cl)cc1)N/N=C/c1ccco1	2	4	0	-3	106	-2	8	102	5
O=C(Nc1cnn(Cc2c(Cl)cccc2Cl)c1)c1ccc([N+](=O)[O-])cc1	6	7	3	5	94	25	-4	94	-1
CC(C)(C)C(=O)NCCCNc1ccc([N+](=O)[O-])cc1	-7	3	7	-1	95	-22	3	100	3
Cc1ccc(C2=NOC(c3nnc(-c4ccccc4)o3)C2)cc1 (stereo not given)	-2	x	x	-4	104	x	x	101	2
Cc1c(C(=O)NC2CCCCC2)oc2ccc(F)cc12	4	13	9	-1	98	10	-15	100	2
CN(C)C(CNc1ncnc2sc3c(c12)CCCC3)c1ccco1 (stereo not given)	0	6	11	-3	99	15	-1	99	-2
N#CCSc1n[nH]c2nc3c(c(=O)n12)C1(CCCCC1)Cc1ccccc1-3	-1	32	-7	6	86	x	-14	88	-3
O=C(Cc1ccccc1)Nc1ccc(NC(=O)C2CC2)nc1	4	27	-7	-1	104	13	-3	102	4
CCN(CC)C(=O)CSc1nnc2sc3ccccc3n12	5	5	8	-2	91	2	-5	95	0
CCCCCNc1nc(NCCCO)c(C#N)c2c1CN(C)CC2	8	40	-4	3	105	-8	0	113	8
Cc1nc2ccccc2n1CC(=O)NCc1ccccc1	0	5	-9	-6	108	7	-17	107	11
CCN1CCN(Cc2ccc(NC(=O)c3cc(NC(=O)c4cncc(-c5cccs5)c4)cc(OC)c3)cc2C(F)(F)F)CC1	6	-12	7	x	118	3	-13	362*	133*
O=C(NCCOc1ccccc1)c1ccc2c(c1)OCO2	7	35	-3	5	104	6	-3	101	6
COc1ccc(NC(=O)/C(C#N)=C\c2cc(C)n(-c3ccc4c(c3)OCO4)c2C)cc1	2	7	-3	4	99	30	-17	101	-1
CCC(=O)Nc1cc2c3c(c1)CCC(=O)N3CCC2	3	8	-1	0	102	23	-15	101	4
Cc1cc(O)ccc1Nc1nc(-c2cccnc2)cs1	x	-9	19	4	101	16	0	97	7
O=C(NC1=NCCS1)C1CC(=O)N(c2ccccc2)C1 (stereo not given)	1	8	-4	5	103	0	0	104	9
CSc1nc(C)c(C(=O)Nc2ccccc2)c(-c2ccco2)c1C#N	3	-12	-2	6	27*[inhibitor]	x	0	16*[inhibitor]	-16
COc1cccc(CNC(=O)c2cccnc2Sc2ccc(Cl)cc2)c1	-6	-6	8	2	105	16	-9	106	6
Cc1cccc(NC(=O)c2cc(-c3ccc(C)c(C)c3O)n[nH]2)c1	x	17	10	-1	96	7	-8	91	0
COc1ccc(OC)c(NC(=O)CSc2nncc3ccc(OC)c(OC)c23)c1	0	2	6	2	100	24	6	92	15
Cc1cccc(C(=O)N2CCCC(CCC(=O)N3CCN(c4ccccn4)CC3)C2)c1C (stereo not given)	2	4	3	2	99	10	-16	101	-3

Bioassay records: PubChem BioAssay, several laboratories
